Tau fibril FP – inhibitors of human tau fibril formation; Potency, µM (series often up to 57.7 µM), for inactives: at the top dose activity, negative = inhibition, most hits filed as inhibitors; K18 P301L tau heparin fibrillization, Alexa594 FP, 6 h; P10636; 280,000 compounds, 0.39% hits; further: nearly all actives have a fitted effect of over 55% in size
Target sequence (P10636 561-689 P618L limits assumed): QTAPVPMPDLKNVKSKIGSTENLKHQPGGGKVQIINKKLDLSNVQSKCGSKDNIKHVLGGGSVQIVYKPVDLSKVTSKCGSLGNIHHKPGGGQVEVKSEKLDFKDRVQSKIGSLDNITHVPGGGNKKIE
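Compound effects on tau fibrillization are measured by Alexa 594 fluorescence polarization (ex 555, em 632 nm). K18 P301L tau is used at 15 uM with 0.24 uM labeled tracer, and 20 uM heparin induces aggregation over 6 hr at 37 C.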
L3MBTL1 inh – blocks human L3MBTL1 | Potency, µM (series often up to 57.1 µM), for the others: at the top dose activity, negative = inhibition, actives largely listed as inhibitors | AlphaScreen L3MBTL1–H3K9me1 peptide binding | Q9Y468 | AID 485360 | 230,000 compounds, 0.66% hits; further: nearly all actives have a fitted effect of over 60% in size
Target sequence (Q9Y468 whole entry, looked up): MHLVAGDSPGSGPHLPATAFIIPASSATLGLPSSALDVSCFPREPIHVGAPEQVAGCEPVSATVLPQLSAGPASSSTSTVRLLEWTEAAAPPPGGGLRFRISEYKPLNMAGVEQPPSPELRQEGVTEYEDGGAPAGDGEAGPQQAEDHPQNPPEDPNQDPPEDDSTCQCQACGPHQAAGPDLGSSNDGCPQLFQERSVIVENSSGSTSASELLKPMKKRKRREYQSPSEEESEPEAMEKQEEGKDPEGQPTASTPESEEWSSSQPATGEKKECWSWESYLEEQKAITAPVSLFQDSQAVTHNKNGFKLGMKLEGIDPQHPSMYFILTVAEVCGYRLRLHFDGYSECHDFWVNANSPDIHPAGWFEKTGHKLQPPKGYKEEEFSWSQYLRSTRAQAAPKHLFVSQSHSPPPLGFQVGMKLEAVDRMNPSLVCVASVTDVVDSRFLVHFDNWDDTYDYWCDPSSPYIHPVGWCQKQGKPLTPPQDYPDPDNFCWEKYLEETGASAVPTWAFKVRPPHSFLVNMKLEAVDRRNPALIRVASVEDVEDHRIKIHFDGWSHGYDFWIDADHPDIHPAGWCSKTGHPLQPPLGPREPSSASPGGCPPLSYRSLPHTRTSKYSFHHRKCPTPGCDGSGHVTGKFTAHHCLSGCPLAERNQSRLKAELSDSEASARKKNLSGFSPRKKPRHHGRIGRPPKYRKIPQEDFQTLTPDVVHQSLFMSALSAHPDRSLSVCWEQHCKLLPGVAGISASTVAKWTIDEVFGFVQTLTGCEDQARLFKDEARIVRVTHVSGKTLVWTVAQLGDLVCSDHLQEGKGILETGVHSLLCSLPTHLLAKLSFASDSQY
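AlphaScreen assay: L3MBTL1 (50 nM final) was preincubated 30 min at room temperature with biotinylated H3(1-15)K9me1 peptide (75 nM final), then 30 min with library compounds; streptavidin donor and nickel chelate acceptor beads (10 ug/mL final) added, 30 min dark.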
TexasRed fluor – Texas Red fluorescence interference in TRb-SRC2 counter-screen. TRb/SRC2 Texas Red total fluorescence interference. Potency, µM (highest dose often 106 µM), for inactives: at the highest dose fluorescence change, negative = quenching. 280,000 compounds, 0.29% hits; active means well fitted curve in either direction with a large enough effect; inconclusive means small, poorly fitted or top-dose-only effect
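Human TRβ ligand-binding domain (0.6 uM) and Texas Red SRC2 peptide (20 nM) in Tris buffer with 1 uM T3 and 5% DMSO were incubated with pinned compound for 5 hr at ambient temperature. Total fluorescence was computed as S + 2P (555/632 nm).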
JMJD2E inh – blocks human JMJD2E demethylase activity | B2RXH2 | JMJD2E catalytic domain, FDH-coupled NADH fluorescence (FDH is formaldehyde dehydrogenase) | Potency, µM (top dose mostly 57.1 µM), without a hit: at the top dose activity change, negative = inhibition, actives largely listed as inhibitors | 230,000 compounds, 1.6% hits; active means well fitted inhibition curve with a large enough effect, not every such curve was filed as active; inconclusive means small, poorly fitted or top-dose-only effect, or another doubt; inactive means no such curve, though single readings can be large or run the other way;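 further: 0% = wells with enzyme and -100% = buffer wells without enzyme; nearly all actives have a fitted effect of over 50% in size; many of its hits are not listed in these tables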
RECQ1 inh – RECQ1 (human) helicase inhibition | P46063 | 240,000 compounds, 0.54% hits | Potency, µM (top dose mostly 57.3 µM), for the others: at the top dose activity, negative = inhibition, actives largely listed as inhibitors | RECQ1 DNA unwinding, red fluorescence kinetic read;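 further: plate controls were vehicle for no effect and no enzyme for full effect; nearly all actives have a fitted effect of over 30% in size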
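RECQ1T1 50 nM; forked duplex (20 bp + 30-nt ss tails) 200 nM, ATP 2 mM final; pH 8.0, 2 mM MgCl2, 2.5 ug/ml poly(dI-dC); 15 min compound preincubation; discontinuous kinetic read over 2 h at RT.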
TRb SRC2 PPI – disrupts binding of human TR beta to SRC2. Potency, µM (top dose mostly 106 µM), inactives show at the highest dose activity change, negative = inhibition, actives largely listed as inhibitors. P10828. TRbeta-SRC2 peptide binding, fluorescence polarization; receptor liganded with 1 µM T3. 280,000 compounds, 0.065% hits;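 further: plate controls were bound peptide for no effect and peptide without receptor for full effect; nearly all actives have a fitted effect of over 50% in size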
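Compounds were added to 0.6 uM TRb ligand-binding domain and 20 nM Texas Red-labeled SRC2 peptide in Tris buffer containing 1 uM T3, incubated 5 hr at ambient temperature, then read by fluorescence polarization.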
Tau fibril ThT – blocks human tau fibril formation measured by thioflavin T | P10636 | recombinant tau K18 P301L (four-repeat tau fragment), heparin-induced fibrillization, ThT fluorescence | Potency, µM (top dose mostly 57.4 µM), for the others: top-dose activity, negative = inhibition, most hits filed as inhibitors | 270,000 compounds, 2.1% hits; further: nearly all actives have a fitted effect of over 55% in size
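In this qHTS, human K18 P301L tau is incubated with compound and heparin for 6 hr at 37 C, and Thioflavin T fluorescence then reports fibril load.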
RGS12 GoLoco inh – blocks human Gai1 binding to RGS12 GoLoco peptide, red readout; 230,000 compounds, 0.44% hits; Gai1:RGS12 GoLoco peptide FP, rhodamine, 10 min; Potency, µM (series often up to 61.6 µM), for inactives: top-dose activity, negative = inhibition, most hits filed as inhibitors; AID 880; P63096; active means well fitted inhibition curve with a large enough effect, not every such curve was filed as active; inactive means no such curve, though single readings can be large or run the other way; further: nearly all actives have a fitted effect of over 30% in size; many of its hits are not listed in these tables
* hit, by the source's call; i = inactive; ? = inconclusive; · = not tested or not shown; [ ] = another dose, or the depositor's remark. Unless noted, the call rests on the fitted dose curve; in most records, active means well fitted curve in the direction sought with a large enough effect; inconclusive means small, poorly fitted or top-dose-only effect, or another doubt; inactive means no such curve, though single readings can be large; an effect the other way counts as inactive or inconclusive. Unless noted, on the % scale 0 is the no-effect control and ±100 the full control effect; potency means the concentration at half of the fitted maximal effect. Not all compounds are listed; rates above refer to the full screens.

A first look (two entries):
1. CC1CCN(c2nc3ccc(C(=O)NCCc4ccc(S(N)(=O)=O)cc4)cc3s2)CC1
2. Cc1ccccc1Nc1n[nH]c(C)c1[N+](=O)[O-]

Assay by compound,1,2
Tau fibril ThT,14%,?
TRb SRC2 PPI,1%,5%
JMJD2E inh,·,-4%
RECQ1 inh,·,-5%
TexasRed fluor,-1%,-2%
Tau fibril FP,-14%,2%
RGS12 GoLoco inh,·,7%
L3MBTL1 inh,·,-12%

This part in full, previewed entries included:
1. CC1CCN(c2nc3ccc(C(=O)NCCc4ccc(S(N)(=O)=O)cc4)cc3s2)CC1
2. Cc1ccccc1Nc1n[nH]c(C)c1[N+](=O)[O-]
3. CCOC(=O)N1CCN(C(=S)Nc2cccc(C)c2C)CC1
4. O=C(Nc1cccc2ncccc12)C(Cl)(Cl)Cl
5. Cn1cc(CN2CCc3c([nH]c4ccccc34)C2C(C)(C)C)cn1 (stereo unspecified)
6. CC(C)(C)c1ccc(C(=O)NCC(c2ccco2)S(=O)(=O)c2ccccc2)cc1 (stereo unspecified)
7. O=C(Cn1c(=O)n(-c2ccccc2Cl)c(=O)c2sc3ccccc3c21)NC1CCCC1
8. Cc1nc(CC(=O)Nc2cc(Cl)ccc2C)cs1

Assay by compound,1,2,3,4,5,6,7,8
Tau fibril ThT,14%,?,3%,9%,4%,-14%,-3%,-5%
TRb SRC2 PPI,1%,5%,-2%,4%,-8%,0%,-8%,3%
JMJD2E inh,·,-4%,7%,-3%,?,·,·,·
RECQ1 inh,·,-5%,-13%,-4%,i,·,·,·
TexasRed fluor,-1%,-2%,-4%,-1%,-1%,0%,-1%,-1%
Tau fibril FP,-14%,2%,1%,-5%,2%,-1%,?,4%
RGS12 GoLoco inh,·,7%,·,-7%,10%,·,·,·
L3MBTL1 inh,·,-12%,-7%,1%,-1%,·,·,·

9. COc1ccc(NC(=O)CSc2nc(-c3ccc(OC)cc3)cc(=O)[nH]2)cc1
10. Cc1nc(NCCc2ccc(F)cc2)c(C#N)c(C)c1[N+](=O)[O-]
11. COCCn1c(CN2CCc3ccccc3C2)nc2c1c(=O)n(C)c(=O)n2C
12. N=c1c2c(ncn1Cc1ccco1)Oc1c(ccc3ccccc13)C2c1ccccc1 (stereo unspecified)
13. CCn1c(=N)c(C(=O)OC)cc2c(=O)n3ccccc3nc21
14. Cc1ccc(F)c(NC(=O)/C(C#N)=C(\O)c2ccc(C(C)(C)C)cc2)c1
15. CCCCN(CC)CCNC(=O)CCn1cnc2onc(-c3ccc(F)cc3)c2c1=O
16. COc1ccccc1NC(=O)Cn1nc(-c2ccc3c(c2)OCCO3)ccc1=O

Assay by compound,9,10,11,12,13,14,15,16
Tau fibril ThT,7%,-17%,4%,-21%,0%,?,2%,-12%
TRb SRC2 PPI,2%,-10%,6%,-6%,-29%,9%,-5%,6%
JMJD2E inh,·,-5%,-8%,?,?,-3%,·,?
RECQ1 inh,·,-1%,i,-8%,-6%,-27%,·,-2%
TexasRed fluor,-1%,-1%,1%,0%,2%,-1%,-5%,0%
Tau fibril FP,-12%,-9%,-13%,-2%,2%,-7%,-12%,-1%
RGS12 GoLoco inh,·,0%,-4%,10%,-4%,4%,·,32%[activator]
L3MBTL1 inh,·,0%,3%,-3%,-5%,4%,·,-2%

17. C/C(=N\NC(=O)C(N)=O)c1cccc([N+](=O)[O-])c1
18. O=C(CCN1C(=O)/C(=C/c2ccccc2Cl)SC1=S)NC1=NCCS1
19. Clc1ccc2c(N/N=C/c3cccc(Br)c3)ccnc2c1
20. O=c1c2ccccc2c(-c2ccc(O)cc2)nn1-c1cccc(C(F)(F)F)c1
21. O=C(NC1CCCC1)c1cnn2c(C(F)(F)F)cc(-c3ccco3)nc12
22. Cc1ccc[n+](-c2nc([O-])sc2C=O)c1
23. CCN(CC)C(=O)Oc1nnc(SC(C)C)n1-c1ccc(Cl)c(Cl)c1
24. Cc1nc(SCC(=O)Nc2cccc(Cl)c2)n[nH]1

Assay by compound,17,18,19,20,21,22,23,24
Tau fibril ThT,?,?,?,2%,-24%,-3%,·,-7%
TRb SRC2 PPI,-3%,3%,-2%,12%,2%,-4%,3%,2%
JMJD2E inh,51%[activator],6%,?,-8%,?,-11%,-2%,9%
RECQ1 inh,10%,-23%,-19%,-7%,-3%,i,-1%,-5%
TexasRed fluor,3%,0%,0%,0%,-9%,-3%,-3%,1%
Tau fibril FP,1%,3%,9%,?,3%,-4%,2%,0%
RGS12 GoLoco inh,4%,17%,-3%,-4%,15%,4%,0%,13%
L3MBTL1 inh,5%,·,6%,2%,4%,-5%,·,·

Four compounds drawn at random from those above:
23. CCN(CC)C(=O)Oc1nnc(SC(C)C)n1-c1ccc(Cl)c(Cl)c1
19. Clc1ccc2c(N/N=C/c3cccc(Br)c3)ccnc2c1
21. O=C(NC1CCCC1)c1cnn2c(C(F)(F)F)cc(-c3ccco3)nc12
22. Cc1ccc[n+](-c2nc([O-])sc2C=O)c1

Assay by compound,23,19,21,22
Tau fibril ThT,·,?,-24%,-3%
TRb SRC2 PPI,3%,-2%,2%,-4%
JMJD2E inh,-2%,?,?,-11%
RECQ1 inh,-1%,-19%,-3%,i
TexasRed fluor,-3%,0%,-9%,-3%
Tau fibril FP,2%,9%,3%,-4%
RGS12 GoLoco inh,0%,-3%,15%,4%
L3MBTL1 inh,·,6%,4%,-5%

(list continues)
25. CC(C)(C)OC(=O)NCCC(=O)Oc1ccc2ccc(=O)oc2c1
26. CCCCN(CC)CCNC(=O)c1cc2c(=O)oc3ccc(C)cc3c2s1
27. Cc1cccn2c(=O)c(/C=C(\C#N)S(=O)(=O)c3ccccc3)c(N3CCC(C(N)=O)CC3)nc12
28. CCOC(=O)C(=NC(C)(C)C)NNc1cc(Cl)ccc1Cl
29. CC(=O)Nc1ccc(Nc2ncnc3c2cnn3-c2ccccc2)cc1
30. CC(O)c1nc2ccccc2n1CCCOc1ccccc1 (stereo unspecified)
31. Cc1ccc(N2C(=O)CSC23C(=O)N(CC(=O)Nc2ccc(C(C)C)cc2)c2ccccc23)cc1C (stereo unspecified)
32. O=C(N/N=C/c1cccc([N+](=O)[O-])c1)C1CC1c1ccccc1 (stereo unspecified)

Assay by compound,25,26,27,28,29,30,31,32
Tau fibril ThT,?,-19%,?,-17%,?,·,-3%,-13%
TRb SRC2 PPI,0%,-4%,-5%,-14%,5%,7%,1%,4%
JMJD2E inh,?,·,-11%,2%,?,1%,·,2%
RECQ1 inh,-7%,·,-2%,-10%,-2%,-5%,·,-3%
TexasRed fluor,-2%,-12%,-1%,-2%,-2%,-5%,1%,-4%
Tau fibril FP,13%,-7%,10%,-5%,5%,-5%,?,1%
RGS12 GoLoco inh,10%,·,1%,9%,-16%,4%,·,·
L3MBTL1 inh,0%,·,·,0%,-3%,·,·,0%

33. O=C(Nc1ccc(F)cc1F)c1ccco1
34. Cc1ccc(-n2c(C)cc(=O)cc2C)c(C)c1
35. Cc1ccc(Cn2c(=O)oc3ccccc32)cc1
36. COC(=O)C1CCN(Cc2ccc(C)cc2)CC1
37. COc1ccc(/C=N/NC(=O)c2ccc(Br)cc2)cc1Cn1cc(Cl)cn1
38. C/C(=N/NC(=O)CNC(=O)c1cccnc1)c1ccc([N+](=O)[O-])cc1
39. COc1ccc(NC(=O)CC(c2ccccc2)c2ccco2)cc1 (stereo unspecified)
40. CCN(CC)C(=O)CC(c1ccccc1)c1ccco1 (stereo unspecified)

Assay by compound,33,34,35,36,37,38,39,40
Tau fibril ThT,0%,-8%,0%,-6%,5%,-9%,-18%,-2%
TRb SRC2 PPI,-5%,-18%,-5%,7%,1%,-2%,-1%,1%
JMJD2E inh,6%,5%,-5%,-1%,?,-5%,8%,-1%
RECQ1 inh,6%,-11%,-4%,-12%,-12%,-5%,-2%,?
TexasRed fluor,-1%,-2%,-1%,0%,-14%,-1%,-1%,-5%
Tau fibril FP,5%,16%,5%,-5%,5%,-3%,-6%,-3%
RGS12 GoLoco inh,-8%,0%,1%,13%,7%,-6%,12%,6%
L3MBTL1 inh,·,0%,24%,·,-5%,·,-4%,-1%

41. CN(c1cccc(NC(=O)c2ccccc2N(C)S(C)(=O)=O)c1)S(C)(=O)=O
42. C#CCn1cc(/C=N/NC(=O)COc2cccc3cccnc23)c2ccccc21
43. COc1ccc(NC(=O)CSc2nc(C)cs2)c(OC)c1
44. COc1c(-c2coc3cc4c(cc3c2=O)CC(OC(C)=O)C(C)(C)O4)ccc2c1C=CC(C)(C)O2 (stereo unspecified)
45. COc1ccc(C2CC(c3cccc(OC)c3)n3nc(N)nc3N2)cc1 (stereo unspecified)
46. CCCN1C(=O)N(c2cccc(C)c2)C(C)(O)CC1(C)C (stereo unspecified)
47. FC(F)(F)c1ccccc1-n1c(CN2CCCCC2)n[nH]c1=S
48. Cn1c(=O)c2c(nc(NC3CCCCC3)n2CC(=O)C23CC4CC(CC(C4)C2)C3)n(C)c1=O

Assay by compound,41,42,43,44,45,46,47,48
Tau fibril ThT,-1%,?,-4%,?,-8%,-6%,·,-6%
TRb SRC2 PPI,11%,-1%[53 µM],-5%,-6%,4%,7%,-8%,-2%
JMJD2E inh,8%,3%,12%,-1%,-6%,-2%,-1%,-1%
RECQ1 inh,i,0%,-3%,-5%,-3%,i,i,-1%
TexasRed fluor,-1%,-2%[53 µM],0%,0%,-2%,-2%,1%,1%
Tau fibril FP,2%,7%,6%,-9%,5%,2%,-3%,3%
RGS12 GoLoco inh,11%,0.79µM*,7%,5%,1%,-4%,4%,-6%
L3MBTL1 inh,43%[activator][11.4 µM],-1%,·,·,15%,13%,·,-9%

49. O=C(CN1CCSC1=NCc1ccccc1)c1ccc(Cl)c(Cl)c1
50. Cc1ccc(NC(=O)C(OC(=O)c2ccc(F)cc2)c2ccccc2)cc1Cl (stereo unspecified)
51. Cc1cccc(/C=N\NC(=O)c2ccc(Cl)cc2)c1O
52. O=C(/C=C/c1ccc(Cl)cc1)NC1CC2CCC1C2 (stereo unspecified)

Assay by compound,49,50,51,52
Tau fibril ThT,3%,-1%,-9%,-1%
TRb SRC2 PPI,1%,1%,2%,3%
JMJD2E inh,-1%,11%,16µM*,3%
RECQ1 inh,-9%,-10%,-2%,i
TexasRed fluor,-10%,3%,-5%,-4%
Tau fibril FP,11%,?,-3%,-6%
RGS12 GoLoco inh,-1%,-7%,58%[activator],18%
L3MBTL1 inh,15%,6%,-13%,2%[11.4 µM]

Screens (PubChem)
